# CCHF vOTU inh: CCHFV vOTU protease inhibition. AID 651958. inhibition, % at 11.5 µM. Pep-AMC fluorescence. 0.55% of 370,000 active; in the data active means inhibition above about 30%; further: 0% = vehicle wells with enzyme and 100% = no enzyme wells
# PriA SSB inh: blocks PriA binding to SSB C-terminal tail; AlphaScreen SSBct-PriA binding, biotinylated peptide; inhibition, % at 33 µM; 0.6% of 430,000 active; AID 1272365; in the data active means inhibition mostly above about 37%, no sharp cut-off; inactive means mostly below about 20%;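 further: plate controls were negative control peptide for no effect and reference peptide for full effect; strong numbers were not always called active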
# MazEF act: increases E. coli MazEF RNase cleavage of RNA | 0.32% of 350,000 active | AID 504720 | P0AE70 | FAM/BHQ RNA-DNA oligo cleavage fluorescence, 5 h | activation, % at 20 µM; in the data active means activation above about 50%
# Target sequence (P0AE70 whole entry, looked up): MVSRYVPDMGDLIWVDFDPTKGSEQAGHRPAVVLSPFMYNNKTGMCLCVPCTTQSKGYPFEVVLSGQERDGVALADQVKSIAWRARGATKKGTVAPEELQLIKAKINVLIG
# SARS 3CLpro inh: SARS-CoV 3CLpro protease inhibition | P0C6X7 | recombinant SARS-CoV 3CLpro, quenched FRET peptide cleavage | inhibition, % at 6 µM | 0.14% of 290,000 active | AID 1706; in the data active means inhibition above about 12%
# Rv3671c inh: inhibits the M. tuberculosis serine protease Rv3671c; P9WHR9; inhibition, % at 5.96 µM; 0.048% of 320,000 active; AID 2606; in the data active means inhibition above about 38%;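 further: extracellular domain of Rv3671c used as enzyme; 0% = enzyme with DMSO and 100% = no enzyme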
# Target sequence (P9WHR9 whole entry, looked up, the tested form may be a part): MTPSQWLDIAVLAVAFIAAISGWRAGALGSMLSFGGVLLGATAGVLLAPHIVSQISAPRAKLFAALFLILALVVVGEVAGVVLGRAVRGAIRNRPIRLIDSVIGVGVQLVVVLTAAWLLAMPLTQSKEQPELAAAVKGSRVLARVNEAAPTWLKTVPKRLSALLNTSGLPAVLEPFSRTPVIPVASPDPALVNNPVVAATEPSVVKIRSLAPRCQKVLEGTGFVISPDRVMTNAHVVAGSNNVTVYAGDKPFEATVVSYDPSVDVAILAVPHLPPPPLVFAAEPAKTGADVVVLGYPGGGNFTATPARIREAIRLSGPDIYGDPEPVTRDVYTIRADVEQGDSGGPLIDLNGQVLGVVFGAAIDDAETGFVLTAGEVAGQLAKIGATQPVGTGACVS
# Vc quorum ag: inducers of Vibrio cholerae quorum light production without autoinducers. V. cholerae BH1578 lux reporter, luminescence, 6 h. AID 588436. 0.16% of 350,000 active. activation, % at 18.7 µM; in the data active means activation mostly above about 9.7%, no sharp cut-off; further: not every result past the cut was called active; inactives centre near 0; reference of the scale not given here
# TcdB inh: blocks C. difficile toxin B glycohydrolase activity; P18177; TcdB glycohydrolase enzymatic assay, plate reader; inhibition, % at 9.99 µM; 0.24% of 350,000 active; in the data active means inhibition above about 10%
# VHR inh abs: blocks human VHR1 dual specificity phosphatase; P51452; recombinant VHR phosphatase, pNPP absorbance; inhibition, % at 13.3 µM; 0.52% of 290,000 active; in the data active means inhibition above about 50%; further: some compounds called inactive have numbers as strong as hits
# Target sequence (P51452 whole entry, looked up): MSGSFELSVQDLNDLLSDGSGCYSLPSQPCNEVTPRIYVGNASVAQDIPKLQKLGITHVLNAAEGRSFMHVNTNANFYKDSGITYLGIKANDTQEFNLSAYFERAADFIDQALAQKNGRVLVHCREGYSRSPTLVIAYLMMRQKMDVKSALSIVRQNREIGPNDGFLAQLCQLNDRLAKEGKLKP
# Y pestis TopoI: Y. pestis Topo-I inhibition via cleavage products; AID 504884; 0.064% of 360,000 active; activity, % at 10 µM; Y. pestis Topo-I cleavage product accumulation, plate reader; in the data active means activity above about 50%, passing the limit was not always enough; further: inactives centre near 2
# PrPC surface inh: reduces human prion protein on the cell surface; P04156; 0.43% of 370,000 active; inhibition, % at 13.8 µM; AID 720596; cell surface PrPC, TR-FRET read-out; in the data active means inhibition above about 24%; further: 0% = median of the test wells and 100% = reference compound wells
# The depositor's hits bear a star; i = inactive; . = no result given; & = joins results of further samples. The list is partial; count on the stated rates, not on these rows.
compound	TcdB inh	CCHF vOTU inh	PrPC surface inh	VHR inh abs	Vc quorum ag	Rv3671c inh	MazEF act	PriA SSB inh	SARS 3CLpro inh	Y pestis TopoI
CC(C)OCCCNC(=O)C(NC(=O)c1ccc(Cl)cc1)C(C)C (stereo unspecified)	0.0	5.4	-2.2	-0.5	1.2	-18.3	0.8	3.7	7.0	-2.0
Cc1nnc(SCC(=O)N2CCCCC2)s1	.	-2.4	5.0	3.3	1.0	-5.3	2.5	-14.9	-4.0	1.7
CN(C)/C=C/C(=O)c1ccc(Cl)s1	1.5	10.8	7.9	7.6	i	-8.3	-6.5	0.2	-1.9	-2.2
CCOc1cccc(/C(O)=C2/C(=O)C(=O)N(CCOC)C2c2ccc(C)o2)c1 (stereo unspecified)	.	8.1	-5.6	37.0	-7.7	-0.8	0.8	.	-2.1	4.8
CCCCNC(=O)N(O)C1N(CCCC)C(=O)N(CC(=O)OC)C1(C)C (stereo unspecified)	0.2	-15.2	-3.4	13.3	i	0.7	14.5	-1.7	2.3	4.0
CCCCOc1ccc(-c2nnc(N)s2)cc1	1.3	10.5	5.2	-8.5	0.4	-2.1	1.1	-0.5	2.1	1.4
O=c1[nH]c2nc(Br)[nH]c(=O)c2[nH]1	2.9	3.1	-2.3	.	-8.3	.	3.7	0.4	.	6.0
Cc1ccccc1-n1ncc2c1CC(C)(C)CC2NC(=O)CCN1Cc2ccccc2C1=O (stereo unspecified)	2.3	-5.0	0.2	5.7	i	9.3	-2.1	-15.8	-6.4	15.7
Cc1cccc(Nc2nc(-c3ccccc3)c(C(=O)Nc3cccnc3)s2)c1	-12.0	2.1	2.1	-8.2	-0.1	-48.0	3.4	-30.7	3.4	0.6
Cc1c(C(=O)NCCC2=CCCCC2)oc2ccc(S(=O)(=O)N3CCOCC3)cc12	.	-13.6	19.2	1.5	i	-0.2	-4.2	-10.9	-2.3	-1.0
CN1/C(=c2/s/c(=C3/C(=O)N(c4ccccc4)NC3=Nc3ccccc3)n(C)c2=O)C(C)(C)c2ccccc21	.	7.8	3.8	-14.8	.	9.5	0.5	.	-0.3	3.1
Cc1ccc(Nc2ccccc2N)cc1	0.0	-17.2	-1.8	13.4	-0.2	-2.4	-2.4	24.8	2.0	-1.4
COCCCN1C(=O)C(=O)/C(=C(/O)c2ccccc2)C1c1ccc2c(c1)OCO2 (stereo unspecified)	.	1.1	1.1	11.3	i	0.6	-1.2	.	-1.0	-1.0
COc1ccccc1C(c1nnnn1Cc1ccccc1)N1CCC(C(N)=O)CC1 (stereo unspecified)	.	-8.5	0.7	11.8	-1.6	-7.9	7.5	-12.3	-3.1	2.6
COc1ccc(N2CCN(CC(=O)Nc3ccc(SC(F)F)cc3)CC2)cc1	0.5	-10.8	-6.5	-7.5	i	-3.4	-3.7	35.0	2.3	5.8
CCOC(=O)C1CCCN(C(=O)c2cc(Cl)ccc2NC(=O)C2=C(C)OCCS2)C1 (stereo unspecified)	2.5	3.5	-6.2	8.0	-0.2	0.2	-9.2	-6.0	-2.8	-7.9
Cc1noc(NS(=O)(=O)c2ccc(NC(=O)C34CCC(CC3)C4)cc2)c1C	.	-18.2	1.0	-7.3	1.5	-1.5	-20.8	-1.8	-0.2	-2.8
Cc1cc(-c2ccc(/C=N/n3cnnc3)o2)c([N+](=O)[O-])cc1C	.	16.6	-19.5	20.0	i	4.7	1.1	.	1.2	2.5
C=CCSC1=C(C#N)C(c2ccc(C(C)C)cc2)CC(=O)N1 (stereo unspecified)	0.9	4.7	0.7	8.2	-0.1	-0.2	8.1	-13.8	-1.3	7.3
Cc1cc(C)n2nc(/C(C#N)=C/c3ccccc3)c(C#N)c2n1	.	-7.7	-0.6	7.1	-0.3	.	-6.4	-12.4	-10.6	-5.6
Cc1cccc2cc(CN(Cc3cccnc3)C(=S)NCCCN(C)C)c(=O)[nH]c12	-0.7	-16.0	1.8	17.3	-0.2	3.4	1.2	3.1	-0.6	4.7
COc1cccc2c1NC(C(=O)O)C1CC=CC21 (stereo unspecified)	.	.	.	-7.8	i	35.2	-1.2	3.4	-3.5	-8.6
COC(=O)c1cc(C(=O)OCC(=O)c2ccc3c(c2)NC(=O)CO3)cc([N+](=O)[O-])c1	1.6	-5.9	-3.6	.	14.3	.	10.0	-0.7	.	-4.3
O=S1(=O)CC(O)C(N2CCCCC2)C1 (stereo unspecified)	.	12.5	-6.3	3.3	i	-3.9	3.8	-12.0&-11.7	5.2	-5.1
CCN(CC(=O)Nc1c(F)cccc1F)C(=O)CCOc1ccc(C)cc1	3.1	1.1	7.5	.	i	3.6	0.2	-3.9	.	-3.6
O=c1[nH]c(=O)n(Cc2ccc(F)cc2)c(O)c1C=Nc1ccc(Cl)cc1	0.3	-3.0	-0.7	19.0	i	-4.0	-8.6	-10.4	-0.2	-3.9
Cc1ccc2c(=O)n3c(nc2c1)C(Cc1ccccc1)NC(=O)c1cc(Cl)ccc1-3 (stereo unspecified)	1.3	9.7	11.3	.	.	-0.3	.	.	.	.
Cc1ccccc1NC(=O)COC(=O)c1ccc2c(c1)C(=O)N(CCCN1CCOCC1)C2=O	-4.1	18.3	2.8	.	-5.6	.	2.6	3.2	.	-0.3
O=C(Nn1c(-c2ccncc2)nc2ccccc2c1=O)c1ccc(Br)cc1	1.5	1.0	-6.6	16.5	i	-11.5	4.7	-6.0	4.8	4.2
CC(OC(=O)Cn1[nH]c(=O)c2ccccc2c1=O)C(=O)Nc1ccc(Cl)cn1 (stereo unspecified)	0.7	-1.4	5.5	.	-0.4	8.7	6.0	1.6	.	4.7

# Two records drawn at random from the list so far:
compound	TcdB inh	CCHF vOTU inh	PrPC surface inh	VHR inh abs	Vc quorum ag	Rv3671c inh	MazEF act	PriA SSB inh	SARS 3CLpro inh	Y pestis TopoI
Cc1ccccc1-n1ncc2c1CC(C)(C)CC2NC(=O)CCN1Cc2ccccc2C1=O (stereo unspecified)	2.3	-5.0	0.2	5.7	i	9.3	-2.1	-15.8	-6.4	15.7
COC(=O)c1cc(C(=O)OCC(=O)c2ccc3c(c2)NC(=O)CO3)cc([N+](=O)[O-])c1	1.6	-5.9	-3.6	.	14.3	.	10.0	-0.7	.	-4.3

# Further entries follow:
compound	TcdB inh	CCHF vOTU inh	PrPC surface inh	VHR inh abs	Vc quorum ag	Rv3671c inh	MazEF act	PriA SSB inh	SARS 3CLpro inh	Y pestis TopoI
CCC(=O)N1CCc2cc(Br)cc(S(=O)(=O)N3CCC(C(=O)NCCCOC(C)C)CC3)c21	1.2	7.4	2.0	5.8	-0.3	0.9	-6.3	-1.2	5.8	22.1
COC(=O)CSc1nnc(CNC(=O)c2ccc(S(=O)(=O)N3CCCCC3)cc2)n1C	.	-4.0	2.3	41.3	-0.4	3.0	-3.6	4.7	-1.0	-9.5
COc1ccc(Nc2ncccc2C(=O)NCc2ccccc2)cc1	1.6	-5.4	-0.8	-8.8	0.7	-1.1	0.5	19.4	2.4	4.6
CC(C)Cc1nnc(NS(=O)(=O)c2ccc(Cl)cc2)s1	1.3	3.3	-3.5	7.8	-0.2	-0.5	2.6	-12.1	1.1	-4.3
COc1ccc(NC(=S)NNc2ccc(S(=O)(=O)Nc3ccccc3C(=O)O)cc2[N+](=O)[O-])cc1	-4.4	32.8*	-31.1	25.0	-0.3	21.8	-5.8	55.1*	9.8	2.6
CCCC12CN3CC(C)(CN(C1)C3c1cccs1)C2=O (stereo unspecified)	0.5	-2.4	-3.0	-0.7	-1.4	-4.2	0.1	-8.0	6.7	2.2
COc1ccc2c(c1OC)C(=O)N1c3ccccc3COC21 (stereo unspecified)	.	2.4	-1.3	18.8	i	-3.3	-4.0	-2.9	0.7	1.9
CC(Cl)C(=O)NN=C(c1ccccc1)c1ccccc1 (stereo unspecified)	-0.4	18.5	4.2	21.5	i	1.6	-0.2	-8.4	0.4	7.2
CCOc1ccccc1NC(=O)c1ccc(C(=O)Nc2ccccc2OCC)nc1	0.0	-10.4	2.4	8.1	-1.0	1.5	20.0	4.5	2.8	3.1
COCCCN1CN=C(Nc2nc3ccccc3o2)NC1	1.4	0.5	-2.2	-11.4	-0.2	-2.5	-0.8	-7.8	1.6	-2.9

# One compound at a time, from the list above. Values in the order: TcdB inh | CCHF vOTU inh | PrPC surface inh | VHR inh abs | Vc quorum ag | Rv3671c inh | MazEF act | PriA SSB inh | SARS 3CLpro inh | Y pestis TopoI
# COCCCN1CN=C(Nc2nc3ccccc3o2)NC1 in the list: 1.4 | 0.5 | -2.2 | -11.4 | -0.2 | -2.5 | -0.8 | -7.8 | 1.6 | -2.9
# CCCC12CN3CC(C)(CN(C1)C3c1cccs1)C2=O (stereo unspecified) in the list: 0.5 | -2.4 | -3.0 | -0.7 | -1.4 | -4.2 | 0.1 | -8.0 | 6.7 | 2.2
# CCOc1ccccc1NC(=O)c1ccc(C(=O)Nc2ccccc2OCC)nc1 in the list: 0.0 | -10.4 | 2.4 | 8.1 | -1.0 | 1.5 | 20.0 | 4.5 | 2.8 | 3.1
# COc1ccc2c(c1OC)C(=O)N1c3ccccc3COC21 (stereo unspecified) in the list: . | 2.4 | -1.3 | 18.8 | i | -3.3 | -4.0 | -2.9 | 0.7 | 1.9
# CC(C)Cc1nnc(NS(=O)(=O)c2ccc(Cl)cc2)s1 in the list: 1.3 | 3.3 | -3.5 | 7.8 | -0.2 | -0.5 | 2.6 | -12.1 | 1.1 | -4.3

# Additional compounds follow.
compound	TcdB inh	CCHF vOTU inh	PrPC surface inh	VHR inh abs	Vc quorum ag	Rv3671c inh	MazEF act	PriA SSB inh	SARS 3CLpro inh	Y pestis TopoI
CCOc1ccc(CCNc2ccc3nnc(-c4ccccc4)n3n2)cc1OCC	1.6	-4.9	7.5	-11.0	.	-3.4	2.0	-2.2	1.4	17.5
Cc1cc2cc(C(c3nnnn3Cc3ccccc3)N3CCc4ccccc43)c(=O)[nH]c2cc1C (stereo unspecified)	.	4.1	-0.7	-10.2	i	-29.1	-6.5	-19.6	4.5	5.7
C=CCN1C(=O)/C(=C\c2ccc(C)cc2)N=C1SCC(=O)NCCC	.	4.1	0.1	21.3	-0.5	1.7	2.2	6.9	-1.6	4.8
CCOCCCNC(=O)/C(C#N)=C/c1cc(C)c(O)c(C)c1	2.0	-2.7	-4.4	28.6	-0.2	1.5	10.2	-6.7	-2.7	-13.0
O=C(Cc1ccccc1)Nc1ccc(N2CCOCC2)cc1	0.5	-7.4	-2.3	22.5	-0.2	-1.0	-13.6	-8.0	-0.3	-5.7
Cc1cc(C(=O)COC(=O)CC(NC(N)=O)c2ccc(Cl)cc2)c(C)n1C (stereo unspecified)	1.1	5.9	12.2	.	1.2	2.7	-1.8	-8.4	.	17.6
Cc1ccc(-n2ncc3c(=O)n(CC(=O)NC4CCCCC4)cnc32)cc1C	.	-10.7	-4.8	5.0	i	-5.4	-13.2	0.8	-2.0	0.6
CCCNc1nc(N)nc(-c2cc(Cl)ccc2OC)n1	.	5.0	-2.8	-9.6	0.6	-3.5	7.5	-12.7	-0.8	-2.1
CCOC(=O)c1ccccc1NC(=O)/C=C/C(=O)O	0.0	-6.3	4.4	-4.4	-1.0	-7.6	3.1	-6.6	9.2	-3.9
NNC(=O)C1=NOC2COC3(CCN(c4ncccn4)CC3)OCC12 (stereo unspecified)	-3.3	-12.3	6.3	14.0	-0.4	4.3	-23.8	-11.9	0.9	-5.4
c1ccc(Cn2nnc(-c3ccccc3)n2)cc1	.	-6.0	-1.2	4.4	i	-7.6	-0.7	-43.8	4.2	3.0
CC(=O)c1c(O)cc2n(c1=O)-c1ccc(Cl)cc1C2(C)C	.	-8.0	-4.4	-4.8	-0.3	-2.5	4.2	-10.1	-1.4	-2.5
O=C(O/N=C1\CCS(=O)(=O)c2sccc21)c1c(F)cccc1F	1.3	-2.0	0.0	-2.8	.	1.9	2.3	.	1.8	0.6
C1=C2C[N+]3(CCCC3)CC2Cc2ccc3ccccc3c21 (stereo unspecified)	0.7	2.8	-6.0	-35.4	.	-3.4	2.3	-2.8	-1.2	-7.8
O=C(Cn1c(=O)sc2ccccc21)Nc1ccc2c(c1)OCCO2	.	-10.4	1.2	42.5	11.8	6.8	1.8	-10.8	0.2	1.9
CC(C)(Oc1ccc(Cl)cc1)C(=O)NCC(c1ccco1)N1CCCCC1 (stereo unspecified)	0.6	6.1	12.9	.	i	-5.0	0.7	-6.9	.	16.4
CC(C)NC(=O)c1ccccc1NC(=O)Cc1ccc(Cl)cc1	.	-18.1	-1.4	18.9	-1.7	-5.1	-15.6	-4.0	1.8	-1.5
